# KLK5 inh: kallikrein 5 (human) inhibition; Q9Y337; recombinant hK5, fluorogenic AMC substrate cleavage; inhibition, % at 5 µM; hit rate 0.59% among 210,000; AID 873;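 active means inhibition of 40% or more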;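 further: 0% = enzyme controls without compound and 100% = no-enzyme blanks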
# FXIa inh: factor XIa (human) inhibition | P03951 | purified FXIa, Boc-Glu-Ala-Arg-AMC fluorogenic substrate | inhibition, % at 5 µM | hit rate 0.14% among 220,000;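 active means inhibition of at least 40%; inactive means inhibition below 40%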;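 further: fluorescence of freed AMC excited at 355 nm; 0% = enzyme without compound and 100% = no enzyme blank; many of its hits are not listed in these tables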
# Thrombin inh: inhibitors of human thrombin. hit rate 0.26% among 220,000. inhibition, % at 5 µM. alpha-thrombin, Boc-VPR-AMC fluorogenic substrate cleavage. AID 1046;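 active means inhibition at or above 40%; inactive means inhibition below 40%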;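 further: 0% = enzyme with no compound and 100% = wells without enzyme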
#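 Material: human alpha-thrombin enzyme / Medium: pH 7.5 Tris (50 mM) with NaCl 150 mM, Tween 20 0.05% / Compound: single-point dosing at 5 µM, 0.2% DMSO / Incubation: enzyme reaction carried out at room temperature / Detection: AMC fluorescence, 355/460 nm / Read-out basis: percent inhibition scaled between no-compound controls and no-enzyme blanks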
# Rad51 HR inh: blocks human Rad51 in homologous recombination; AID 1385; hRad51 DNA strand exchange, fluorescence dequenching; hit rate 0.085% among 200,000; inhibition, % at 10 µM;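 active means inhibition above 40% at the single screening dose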;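 further: 0% = DMSO control wells and 100% = blanks with heterologous ssDNA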
# Target sequence (Q06609 whole entry, looked up): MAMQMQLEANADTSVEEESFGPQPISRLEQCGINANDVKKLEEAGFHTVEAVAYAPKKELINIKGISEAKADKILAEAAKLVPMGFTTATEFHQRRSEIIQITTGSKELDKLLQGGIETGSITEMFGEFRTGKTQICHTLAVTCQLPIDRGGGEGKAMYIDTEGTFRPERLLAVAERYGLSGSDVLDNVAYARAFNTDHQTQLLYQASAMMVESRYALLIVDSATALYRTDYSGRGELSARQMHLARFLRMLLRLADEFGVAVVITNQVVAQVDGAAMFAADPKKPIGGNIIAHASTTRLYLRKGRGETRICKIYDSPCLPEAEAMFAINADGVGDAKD
#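 Material: human Rad51–ssDNA filaments; Probe or stimulus: labelled 47-mer dsDNA for strand exchange; Doses: single 10 µM dose; Incubation: 37 °C 15-min filament assembly, 30-min compound preincubation, 15-min exchange; Technique: FRET fluorescence dequenching, excitation 485 nm, emission 520 nm; Measure: Fluorescence-based percent inhibition, control- and blank-normalised; Benchmarks: plate control and blank wells.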
# Calpain2 inh: blocks pig calpain II enzyme activity. purified calpain II, fluorogenic peptide substrate, 30 min. inhibition, % at 16 µM. hit rate 0.37% among 220,000. AID 1236;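 active means inhibition above about 50%, limit read from the data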
# PERK inh: inhibitors of human PERK kinase | CHO PERK-DD fusion, SEAP luminescence translation reporter | inhibition, % at 5.6 µM | hit rate 0.17% among 220,000 | AID 1416;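 active means inhibition above the mean inhibition of all tested compounds plus 3 SD, set separately per screening campaign, cut at about 2.9% in these data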;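 further: PERK kinase domain activated by AP20187 dimerizer at 100 nM; 0% = DMSO with dimerizer and 100% = rapamycin at 8.4 µM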
# FXIIa inh: factor XIIa (human) inhibition; P00748; hit rate 0.3% among 220,000; purified FXIIa, Boc-QGR-AMC fluorogenic substrate, 2 h; inhibition, % at 5 µM; in the data active means inhibition above about 40%;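 further: 0% = enzyme with no compound and 100% = blank without enzyme; many of its hits are not listed in these tables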
# Furin inhibitor: inhibitors of human furin; P09958; purified furin, fluorogenic substrate cleavage; inhibition, % at 30 µM; hit rate 0.061% among 220,000; AID 463115; in the data active means inhibition above about 25%; further: inactives centre near -15
# Target sequence (P09958 108-714 limits assumed): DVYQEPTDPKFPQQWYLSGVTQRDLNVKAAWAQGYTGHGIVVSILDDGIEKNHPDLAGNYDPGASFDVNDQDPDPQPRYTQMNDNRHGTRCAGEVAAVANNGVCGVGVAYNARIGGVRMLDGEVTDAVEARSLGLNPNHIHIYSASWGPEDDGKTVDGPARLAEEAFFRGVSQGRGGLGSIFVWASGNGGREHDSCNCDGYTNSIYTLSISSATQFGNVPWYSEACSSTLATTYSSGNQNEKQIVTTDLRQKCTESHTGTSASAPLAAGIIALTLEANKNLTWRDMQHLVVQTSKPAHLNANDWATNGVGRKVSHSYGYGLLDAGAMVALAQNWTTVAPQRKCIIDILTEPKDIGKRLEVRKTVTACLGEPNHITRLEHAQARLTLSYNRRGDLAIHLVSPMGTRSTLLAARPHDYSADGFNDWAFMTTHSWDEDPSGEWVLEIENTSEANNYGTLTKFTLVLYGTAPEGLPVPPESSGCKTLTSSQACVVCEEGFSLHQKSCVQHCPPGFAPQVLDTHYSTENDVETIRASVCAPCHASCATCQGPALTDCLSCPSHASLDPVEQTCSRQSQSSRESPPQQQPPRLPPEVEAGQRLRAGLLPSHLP
# KCC2 mod: modulators of human KCC2 chloride dependent transport | Q9H2X9 | KCC2 cells, thallium flux FluoZin-2 fluorescence | B-score of Tl+ flux slope (higher = more flux/activation; lower = inhibition) at 10 µM | hit rate 2.2% among 190,000;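 active means thallium flux slope and its plate-corrected score both differing from the plate sample mean at a set confidence after two filtering rounds, in either direction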;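 further: slope of fluorescence scaled to starting intensity during 10 to 20 s after thallium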
# Starred values were filed as active, the others as inactive; . = not tested or not shown; [ ] = another dose, or the depositor's remark. Only part of the results is shown; the hit share may differ from the screen's.
SMILES,KLK5 inh,FXIa inh,Thrombin inh,Rad51 HR inh,Calpain2 inh,PERK inh,FXIIa inh,Furin inhibitor,KCC2 mod
OCC1(CCOc2ccccc2)CCN(CCCn2cccn2)CC1,23,1,2,-6,22,0.5,11,-37,0.088
CCOC(=O)C1=C(C)C(c2ccccc2O)NC(=O)N1 (stereo unspecified),-26,6,2,-8,-13,-0.4,10,-20[20 µM],.
CC(=O)Nc1ccc(C(=O)/C=C/c2ccc[nH]2)cc1,2,4,1,-21,-9,-0.7,5,3,0.021
Cc1ccc(CNC(=O)C(C(=O)NCc2ccc(C)o2)c2ncc(C(F)(F)F)cc2Cl)o1,-6,1,-6,-97,12,-0.3,5,-17,-1.5
CCOc1ccccc1CN1CCN(S(C)(=O)=O)CC1,-6,1,2,0,4,-0.4,13,-10,1.1
O=C1OCC/C1=C\OCCCO/C=C1\CCOC1=O,4,4,1,12,0,1.1,7,-22,0.6
COc1ccc(NC(=O)c2cncc(Br)c2)cc1S(=O)(=O)N1CCCCC1,-24,2,-3,-1,-2,-0.5,11,-9,0.69
O=C1CCCc2c1nc(-c1ccccc1F)n2O,-3,-1,-9,.,-260,1.7,5,-21,-0.071
S=C(Nc1ccc(Br)cc1Cl)Nn1cnnc1,.,-2,-7,.,-4,0.2,2,-17,0.49
CCOc1ccc(NC(=O)CCSc2nnc(C)s2)cc1,46*,19,22,8,-16,0.5,24,-30[20 µM],0.86
Cc1nc(NC(=O)c2ccc(-c3cc4ccccc4oc3=O)cc2)ccc1Br,-25,-5,-8,-1,-88,0.3,1,-19,0.56
COc1ccccc1N1CCN(C(=O)CSc2nc3ccccc3o2)CC1,-12,5,2,-2,5,-0.6,21,-12[20 µM],0.12
Cc1csc(SCC(=O)c2ccc(S(=O)(=O)N3CCOCC3)cc2)n1,-17,-1,-2,1,-9,1.1,11,-32,1.2
N#CC1=C(N)N(c2ccccc2)C2=C(C(=O)CCC2)C1c1ccsc1 (stereo unspecified),-13,-18,-4,-3,5,-0.4,0,-17,-1.1
CCC(C)NC(=O)C1CCN(c2nc(C)cc(C)n2)CC1 (stereo unspecified),-19,-2,-5,-3,-17,0.1,2,-4,-0.0055
O=C(CN1CCN(Cc2ccccc2)CC1)N/N=C/C=C/c1ccccc1[N+](=O)[O-],-2,3,-8,-8,30,-0.1,5,-1,0.0037
COC(=O)c1ccc2c(=O)n(NC(C)=O)c(=S)[nH]c2c1,-18,-6,-10,0,-62,0.7,-13,-19[20 µM],-0.8
CCOC(=O)CN1CC23C=CC(O2)C(C(=O)NCc2ccccc2OC)C3C1=O (stereo unspecified),-19,-7,-9,2,-3,1.0,3,-25,0.96
COc1ccc(-c2nnc(CSc3nc4ccccc4c(=O)n3C)o2)cc1OC,-9,3,-7,-1,-64,-0.8,12,-15,.
ClCc1nnc(-c2ccccc2)o1,-23,-16,-13,-1,5,-0.1,-9,-8,-0.016
CCCNC(=O)Cc1c(O)c2ccccc2[nH]c1=O,-9,-4,-5,1,-42,0.6,4,-8[20 µM],-0.27
CCc1ccccc1NC(=O)C(Cc1cccc(OC)c1OC)c1nn[nH]n1 (stereo unspecified),-7,3,-6,-2,-65,0.9,23,-23,-0.64
Cc1nn(C)c(N)c1[N+](=O)[O-],0,3,-1,-16,7,1.9,7,-8,0.93
Cc1ccc(N2C(=O)c3ccc(C(=O)N4CCN(c5ccccc5F)CC4)cc3C2=O)cc1,-1,2,-5,0,-43,1.5,19,-30,-1.8
Cc1nnc2n(Cc3ccccc3)c(=O)c3c4c(sc3n12)COC(C(C)C)C4 (stereo unspecified),-4,4,2,4,39,1.9,10,-28,0.0021

# Next results follow.
SMILES,KLK5 inh,FXIa inh,Thrombin inh,Rad51 HR inh,Calpain2 inh,PERK inh,FXIIa inh,Furin inhibitor,KCC2 mod
O=C(Nc1cccc(Cl)c1N1CCCC1)c1cccc(-c2cc3ccccc3oc2=O)c1,0,2,-3,-5,-41,0.0,13,-6[20 µM],0.031
COCCN=c1scc(-c2ccccc2)n1/N=C/c1c[nH]c2ccccc12,-4,0,-5,5,-8,0.2,11,-12,-2.5
Cc1ccc(OCCCCn2c(CO)nc3ccccc32)cc1,0,-3,-2,-3,-20,0.1,9,-7,-0.57
O=S(=O)(c1ccc(Oc2ccc(Br)cc2)cc1)N1CCOCC1,4,11,-6,-7,23,1.3,27,9[20 µM],-0.31
Cc1cc(Nc2n[nH]c(N)c2C#N)ccc1F,.,4,1,12,-2,1.1,10,-11,0.25
Cc1ccc2c(Cl)cc(Cl)c(OCC(=O)N(C(C)C)C(C)C)c2n1,-4,2,13,-23,-14,-0.1,10,-31,4*
O=C(Nc1ccccc1)c1ccc(Br)o1,-7,6,2,-5,15,0.3,12,-18,0.095
O=C(COC(=O)Cn1cnc2ccccc21)Nc1cc(S(=O)(=O)N2CCOCC2)ccc1Cl,1,1,0,-8,5,-0.5,16,-7,0.075
COC(=O)c1sc(S(=O)(=O)Nc2ccc3cn[nH]c3c2)c(C(=O)OC)c1C,2,-1,-3,-7,-14,0.1,2,-18[20 µM],0.16
O=C(c1ccc2c(c1)OCCO2)C1CCN(C(=O)c2ccc(F)cc2)CC1,6,23,23,0,31,0.6,15,-12[20 µM],-0.63
COc1ccc(N2CCN(C3CC(=O)N(C)C3=O)CC2)cc1 (stereo unspecified),-1,-6,-7,-1,8,-0.6,-1,6,0.99
COc1cccc(OCc2cc(/C=N/n3cncn3)ccc2OC)c1,-4,0,-1,.,-24,0.3,8,-8,-0.24
COc1ccccc1NC(=O)Cn1nc(-c2ccc3c(c2)OCCO3)ccc1=O,2,0,-3,6,-31,0.3,4,-10,-0.67
Cc1cccc(OCC(=O)N/N=C/c2ccc3c(c2)OCO3)c1,-6,-6,-13,2,0,0.9,1,-17,-0.57
O=C(/C=C/c1ccccc1[N+](=O)[O-])N1CCCCC1,-2,-6,-15,0,-1,-0.3,7,-11,-0.022
O=C(CCC(=O)N/N=C/c1ccc(Br)s1)NCc1ccccc1,20,10,29,9,20,0.1,44*,-3,1
Cn1c(SCc2nc3ccccc3[nH]2)nnc1-c1cnccn1,-29,3,2,3,-11,-0.1,3,-22,0.39
COc1ccc(N/N=C(C)/C(=N/O)C(=O)Nc2ccccc2)cc1,-2,2,-5,0,-2,0.9,-2,-24,0.021
CCCS(=O)(=O)Nc1c(C(=O)OC)[nH]c2ccccc12,-7,12,2,.,-6,-0.5,14,-12,0.22
Cc1cccc(-c2noc(CN(C(C)C)S(=O)(=O)c3ccc(F)cc3)n2)c1,-17,3,-7,5,-1,-0.1,10,-11[20 µM],-0.029
Cc1nc(C)c(-c2csc(N)n2)s1,2,20,13,4,-7,-0.2,11,-14,0.3
C=CCN(CC=C)c1nc2ccccc2nc1C(C#N)C(=O)OCCOC (stereo unspecified),-52,-1,-4,-13,-222,-0.3,0,-28,-2.2
O=C1CN(C(=O)/C=C/c2ccc(Cl)cc2Cl)CCN1,-3,-2,0,-22,-22,0.8,2,-18,0.061
COc1ccc2c(c1)C(C)=CC(C)(C)N2S(=O)(=O)c1ccc(C)cc1,4,-6,-14,-19,14,0.1,9,-29,-1.5
CCN(CC(F)(F)C(F)F)S(=O)(=O)c1ccc(NC(=O)OC)cc1,-15,0,2,-8,18,0.4,14,-8,-0.63

# A second format for part of the listing above:
O=S(=O)(c1ccc(Oc2ccc(Br)cc2)cc1)N1CCOCC1
  KLK5 inh: 4
  FXIa inh: 11
  Thrombin inh: -6
  Rad51 HR inh: -7
  Calpain2 inh: 23
  PERK inh: 1.3
  FXIIa inh: 27
  Furin inhibitor: 9[20 µM]
  KCC2 mod: -0.31

COc1cccc(OCc2cc(/C=N/n3cncn3)ccc2OC)c1
  KLK5 inh: -4
  FXIa inh: 0
  Thrombin inh: -1
  Rad51 HR inh: .
  Calpain2 inh: -24
  PERK inh: 0.3
  FXIIa inh: 8
  Furin inhibitor: -8
  KCC2 mod: -0.24

# The listing continues:
SMILES,KLK5 inh,FXIa inh,Thrombin inh,Rad51 HR inh,Calpain2 inh,PERK inh,FXIIa inh,Furin inhibitor,KCC2 mod
O=C1c2cccc3cccc(c23)C(=O)N1Cc1ccco1,2,-4,-3,-7,-176,0.2,6,-16,.
CCOc1ccc(C(C)C)cc1S(=O)(=O)Nc1ccc(Cl)cn1,-3,-8,-4,2,15,0.5,-8,-22[20 µM],1.3
COc1ccc(Br)cc1CNC(=O)C1CCN(S(=O)(=O)N2CCC(C)CC2)CC1,-11,8,2,.,10,-0.5,11,-30,-2.2
COc1cc(/C=C/C(=O)O)cc(OC)c1OC,2,4,6,-4,1,0.5,13,-8,0.039
O=C(CSc1nnnn1-c1ccc(F)cc1)NNC(=O)c1ccco1,-4,-5,-7,-8,-18,0.0,6,-13,.
N#Cc1ccc(N=c2ssnc2Cl)cc1,-5,5,4,-3,3,0.1,12,4[20 µM],.
COc1ccc(N(C(=O)Cc2cccs2)C(C(=O)NC2CCCCC2)c2cccn2C)cc1 (stereo unspecified),5,12,-1,3,30,-0.1,12,-8[20 µM],-0.44
CSCC[C@H](NC(=O)OC(C)(C)C)C(=O)N1CCC(C(=O)N[C@@H](C)C(=O)O)CC1,-6,0,4,-5,4,1.0,16,-14,0.063
COc1nc(NCc2cccnc2)nc(NC2CCCCC2)n1,33,16,10,.,15,-1.6,19,-18,-1.2
Cc1ccc(CS/C(Nc2ccccc2C)=C(\C#N)C(=O)NCc2ccco2)c(C)c1,-3,1,1,8,-6,-0.6,10,-26[20 µM],-0.12
COc1cc([N+](=O)[O-])ccc1Nc1nc(C)cc(C)n1,.,0,-1,.,-11,1.0,10,-11,-1
COc1ccc(N(CC(=O)Nc2cc(OC)ccc2OC)S(C)(=O)=O)cc1,-3,1,-2,5,-6,-0.5,7,-16,0.5
Cc1ccccc1Nc1nc(N)c2ccccc2n1,-1,-4,-6,-10,5,-0.2,7,-8,-0.31
CCn1c(SCc2cccc(F)c2)nc2c(c1=O)SCC2,-14,-3,4,2,32,0.9,-1,-17,-1.8
O=C(CNC(=O)OCc1ccccc1)Oc1cc2oc(=O)cc(-c3ccccc3)c2cc1Cl,2,7,-2,6,-189,0.6,2,-18[20 µM],.
Cc1csc(NC(=O)C2CCCN2C(=O)Oc2ccccc2)n1 (stereo unspecified),-1,-2,-5,-3,-46,0.2,5,-16,-0.18
COC(=O)/C=C1\S/C(=N/NC(=O)c2ccc(OC)cc2)NC1=O,2,-1,1,0,6,0.4,5,-13,0.37
CC1(C)OC(=O)N(c2ccccc2)C12C=Cc1cc(Br)ccc1O2 (stereo unspecified),5,2,5,-5,2,-0.2,18,-8[20 µM],-0.082
NC(=O)c1ncc(C(F)(F)F)cc1Oc1cccc(C(F)(F)F)c1,-6,-6,-5,-2,-24,-0.1,6,-23[20 µM],-0.82
COc1cc(OC)c(N(C)S(=O)(=O)c2cccc(C(=O)Nc3nnc(C4CC4)s3)c2)cc1Cl,6,4,4,6,-14,-0.3,15,-27,0.55
Cc1cc2oc(C(=O)N(Cc3ccccc3)c3ccccn3)cc(=O)c2cc1Cl,0,-1,-3,-2,10,0.1,6,-23,0.6
COc1ccc(OCc2n[nH]c(=S)n2Cc2ccco2)cc1,-4,0,-5,15,-13,0.1,6,-24,-0.55
O=C(CC1NC2CCCCC2NC1=O)Nc1ccc2c(c1)OCO2 (stereo unspecified),-11,-12,-1,-7,13,0.6,8,-26[20 µM],-0.74
Cc1ccc(C2(C)NC(=O)N(CC(=O)Nc3c(C)n(C)n(-c4ccccc4)c3=O)C2=O)cc1 (stereo unspecified),-9,-1,-16,-6,-15,0.9,7,-21,0.045

# Assay outcomes: PubChem, several laboratories
